Source: PubChem (several laboratories)
CD11b adhes inh = inhibitors of CD11b/CD18 adhesion to fibrinogen, primary screen, K562 cells, luminescence. Integrin beta-2 (Homo sapiens) + Integrin alpha-M (Homo sapiens), P05107+P11215. ATPlite luminescence; Mn2+ added to activate the integrin. inhibition, % at 10 µM. hit rate 0.54% among 93,000. AID 1497, 2009;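 active = primary inhibition of 50% or more at 10 µM, then 40% or more on retest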; also: some results filed as inactive read as strong as hits
Plk1 PBD FP = Plk1 polo box domain binding inhibitors, primary screen, biochemical, fluorescence polarization; Serine/threonine-protein kinase PLK1 (Homo sapiens), P53350; Plk1 PBD phosphopeptide binding; inhibition, %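 (tested at about 20 µM)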; hit rate 0.13% among 97,000; in the data active = inhibition above about 34%, passing the limit was not always enough
PLK1 inh = human PLK1 kinase inhibitors, primary screen, biochemical, TR-FRET. Serine/threonine-protein kinase PLK1 (Homo sapiens), P53350. recombinant PLK1 kinase, TR-FRET peptide phosphorylation. inhibition, % at 10 µM. hit rate 0.53% among 97,000. AID 619, 2007;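 active = inhibition of 50% or more in the single-concentration screen; inactive = inhibition below 50%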;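 also: 0% = DMSO max control and 100% = H-89 dihydrochloride min control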
ERb SRC1 inh = inhibitors of ERβ-SRC1 coactivator interaction, primary screen, biochemical, TR-FRET, ERβ LBD, SRC-1 peptide; TR-FRET ER-beta LBD / SRC1-Cy5 peptide binding; receptor agonist-loaded with 1 µM estradiol; inhibition, % at 25.6 µM; hit rate 1.3% among 86,000; AID 633, 2007;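 active = compounds whose percent inhibition of the receptor-coactivator binding signal exceeds about 50% in the single-dose screen, limit read from the data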;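 also: 0% = receptor plus peptide wells without compound and 100% = peptide-only wells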
FAK inh = FAK kinase inhibitors, primary screen, biochemical. inhibition, %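 (tested at 7 µM)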. hit rate 0.84% among 97,000. Focal adhesion kinase 1 (Homo sapiens), Q05397. biochemical FAK kinase activity assay; in the data active = inhibition above about 19%;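 also: 0% = DMSO and 100% = reference compound high control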
ERa coact pot = enhancers of ERα–SRC-1 coactivator binding, primary screen, biochemical, TR-FRET, ERα LBD, low estradiol; Estrogen receptor (Homo sapiens), P03372; TR-FRET ERalpha-LBD/SRC-Cy5 coactivator binding, 2 h; 100 = basal binding, no effect; coactivator binding (% of control), % at 25.6 µM; hit rate 1.3% among 86,000; in the data active = activity above about 200%;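 also: binding measured in presence of low estradiol as agonist stimulus; 0% = peptide alone without receptor and 100% = receptor with peptide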
Target sequence (P03372 whole entry, looked up, the tested form may be a part): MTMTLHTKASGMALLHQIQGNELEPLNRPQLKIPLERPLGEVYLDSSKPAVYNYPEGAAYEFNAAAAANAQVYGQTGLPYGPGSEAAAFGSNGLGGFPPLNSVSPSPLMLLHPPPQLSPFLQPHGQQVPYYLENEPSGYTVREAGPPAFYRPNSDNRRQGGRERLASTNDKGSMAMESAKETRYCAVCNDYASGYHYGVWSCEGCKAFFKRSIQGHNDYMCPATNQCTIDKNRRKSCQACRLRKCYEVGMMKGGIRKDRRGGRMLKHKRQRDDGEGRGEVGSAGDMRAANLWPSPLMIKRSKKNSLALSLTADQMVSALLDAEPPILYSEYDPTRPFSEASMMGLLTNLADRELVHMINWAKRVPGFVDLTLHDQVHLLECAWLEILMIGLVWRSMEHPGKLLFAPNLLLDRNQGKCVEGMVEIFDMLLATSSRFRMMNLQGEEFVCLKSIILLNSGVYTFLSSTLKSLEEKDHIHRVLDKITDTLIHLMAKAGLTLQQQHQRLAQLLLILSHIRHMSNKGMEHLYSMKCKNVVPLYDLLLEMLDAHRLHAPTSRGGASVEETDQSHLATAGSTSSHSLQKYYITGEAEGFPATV
ERa coact inh = ERα–SRC-1 coactivator interaction inhibitors, primary screen, biochemical, TR-FRET, ERα LBD, estradiol-bound; Estrogen receptor (Homo sapiens), P03372; TR-FRET ER-alpha LBD / SRC-1 peptide; inhibition, % at 25.6 µM; hit rate 1.7% among 86,000; AID 629, 2007; in the data active = inhibition above about 50%;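 also: 0% = receptor plus peptide control and 100% = peptide only without receptor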
Rev-RRE block = HIV-1 Rev-RRE binding inhibitors, primary screen, biochemical, FRET, protein-RNA interaction. P05866. Rev peptide-RRE RNA binding. inhibition, % at 8 µM. hit rate 0.79% among 97,000. AID 704, 2007;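 active = inhibition above the screen-wide mean plus 3 SD, cut at about 35% in these data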;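 also: 0% = median DMSO wells and 100% = median Neomycin B control wells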
Target sequence (P05866 whole entry, looked up): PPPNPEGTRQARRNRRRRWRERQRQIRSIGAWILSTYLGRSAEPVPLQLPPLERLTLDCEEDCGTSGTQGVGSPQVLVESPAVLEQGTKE
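assay system = Cy5-tagged RRE RNA duplex with fluorescein-tagged Rev peptide | incubation = 5 + 15 min at 25 °C | also added = labelled Rev peptide | measure = % inhibition of FRET ratio versus controls | benchmarks = DMSO wells as 0% and neomycin B wells as 100% inhibition | measured by = FRET fluorescence readout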
CD11b adhes enh = enhancers of CD11b/CD18 adhesion to fibrinogen, primary screen, K562 cells, luminescence; Integrin beta-2 (Homo sapiens) + Integrin alpha-M (Homo sapiens), P05107+P11215; ATPlite luminescence; activation, % at 10 µM; hit rate 0.07% among 93,000;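 active = 10 µM primary screen giving 50% or more activity, confirmed by 40% or more on retest at that dose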; also: strong numbers were not always called active
The depositor's hits bear a star; x = no result given; [ ] = another dose, or the depositor's remark.

#1 COCCCNC(NC(=O)c1ccc(Cl)cc1)C(Cl)(Cl)Cl (stereo not drawn)
#2 Cc1ccc(-n2c(CNc3ccc(F)cc3)nnc2SCC(=O)NCc2ccco2)cc1
#3 COc1ccc(NC(=O)Nc2ccc(N(C)C)cc2)cc1
#4 CCC(=O)Nc1nnc(SCc2ccc(F)cc2)s1
#5 CC(C)(C)N1C(=O)c2ccc(C(=O)Nc3nccs3)cc2C1=O
#6 Nc1ccc(C23CC4CC(CC(CO)(C4)C2)C3)cc1
#7 O=c1c2cc(Br)ccc2nc2n1CCCCC2
#8 Cc1[nH]n(-c2ccccc2)c(=O)c1/C=N/Nc1nncc(-c2ccccc2)n1

assay / entry	1	2	3	4	5	6	7	8
CD11b adhes inh	15.2	0.4	-15.0	x	-3.4	5.0	x	29.9
Plk1 PBD FP	-28.6	-25.6	-10.0	-20.2	3.7	-16.9	-7.8	9.4
PLK1 inh	-10.7	-7.3	-10.4	-13.2	-1.0	-12.8	-7.7	-5.4
ERb SRC1 inh	x	-0.5[fluorescence artefact?]	51.7*[fluorescence artefact?]	-25.8	-3.7	0.4	-4.1	x
FAK inh	-7.0	-5.7	3.0	1.6	-0.2	4.0	4.3	-5.6
ERa coact pot	x	94.3	74.7[fluorescence artefact?]	109.7	97.7[fluorescence artefact?]	93.1	82.2	x
ERa coact inh	x	-7.4[fluorescence artefact?]	28.1[fluorescence artefact?]	-30.3	-12.7	0.6	3.0	x
Rev-RRE block	-0.9	1.7	19.7	-4.9	4.3	2.8	7.1	-3.6
CD11b adhes enh	-2.1	-0.9	-9.1	x	0.2	-1.7	x	-4.3

#9 CC(C)Cn1c(SCC(=O)NC2CCCc3ccccc32)nc(O)cc1=O (stereo not drawn)
#10 COc1ccc(OC)c(N(CC(N)=O)S(=O)(=O)c2ccc(OC)c(OC)c2)c1
#11 O=C1c2cccnc2C(O)N1Cc1cccs1 (stereo not drawn)
#12 Cn1c(=O)c(C(=O)c2ccccc2)nc2ccccc21
#13 O=C(COC(=O)c1cnccn1)c1ccc(OC(=O)c2ccccc2)cc1
#14 Cc1cccc(C)c1NC(=O)C(NC=O)c1ccccc1 (stereo not drawn)
#15 CCOC(=O)c1sc2ncnc(NCc3ccco3)c2c1C
#16 O=C(NCc1ccc2c(c1)OCO2)c1ccc(NC(=O)C2CCCO2)cc1 (stereo not drawn)

assay / entry	9	10	11	12	13	14	15	16
CD11b adhes inh	-5.4	7.1	-15.1	4.0	x	-11.5	6.2	-3.8
Plk1 PBD FP	-24.8	-4.3	-6.2	2.4	5.4	-16.6	-20.5	x
PLK1 inh	-18.9	-8.6	2.8	2.2	-7.8	2.6	33.7	x
ERb SRC1 inh	-12.2	-7.0	-3.0	-1.0	2.0[fluorescence artefact?]	x	21.1	-5.2
FAK inh	1.9	-0.7	-0.6	-0.9	0.6	-2.1	5.7	x
ERa coact pot	115.6	99.1	107.6	102.3	154.5[fluorescence artefact?]	x	94.6[fluorescence artefact?]	111.5
ERa coact inh	-8.1	1.9	-0.8	-5.7	-2.0[fluorescence artefact?]	x	15.7	4.8[fluorescence artefact?]
Rev-RRE block	3.7	2.4	4.4	-1.5	0.3	3.0	10.8	x
CD11b adhes enh	-4.8	-0.7	-3.0	-1.1	x	-1.8	1.6	-0.5

Of the compounds above, 2 have a thiophene ring, fused or not:
#11 O=C1c2cccnc2C(O)N1Cc1cccs1 (stereo not drawn)
#15 CCOC(=O)c1sc2ncnc(NCc3ccco3)c2c1C

assay / entry	11	15
CD11b adhes inh	-15.1	6.2
Plk1 PBD FP	-6.2	-20.5
PLK1 inh	2.8	33.7
ERb SRC1 inh	-3.0	21.1
FAK inh	-0.6	5.7
ERa coact pot	107.6	94.6[fluorescence artefact?]
ERa coact inh	-0.8	15.7
Rev-RRE block	4.4	10.8
CD11b adhes enh	-3.0	1.6

Going on with the list.
#17 CCN1CCN(Cc2nc3c(c(=O)n(C)c(=O)n3C)n2Cc2cccc3ccccc23)CC1
#18 COc1ccc(-c2nnc3sc(-c4ccco4)nn23)cc1OC
#19 O=C(NCCCN1CCOCC1)c1cnn2c(-c3ccccc3)cc(-c3ccccc3)nc12
#20 O=C(CCN1C(=O)CSC1=O)Nc1ccccc1
#21 CS(=O)(=O)N(CC(=O)Nc1ccc(Cl)c(Cl)c1)C1CCCCC1
#22 O=C(OCC(=O)N1CCN(c2ccccc2)CC1)c1ccc2ccccc2n1
#23 O=C(c1ccc(N2CCN(C3CC(=O)N(c4ccc(F)cc4)C3=O)CC2)cc1)c1cccnc1 (stereo not drawn)
#24 N#Cc1nc(-c2ccccc2F)oc1NCCc1ccccc1

assay / entry	17	18	19	20	21	22	23	24
CD11b adhes inh	-2.2	-16.9	3.9	-12.3	-26.6	x	-9.7	x
Plk1 PBD FP	0.4	-8.8	-14.2	3.4	26.6	12.4	16.5	-27.7
PLK1 inh	-12.1	-3.1	-4.1	2.1	-5.4	-4.0	3.4	-9.3
ERb SRC1 inh	-6.9	14.3	x	9.6[fluorescence artefact?]	-2.0	0.0	-10.7	-17.9
FAK inh	0.1	-4.2	-3.3	4.2	5.0	2.5	-0.4	8.4
ERa coact pot	162.9	153.7[fluorescence artefact?]	x	90.5[fluorescence artefact?]	125.5	103.0	90.8[fluorescence artefact?]	94.8
ERa coact inh	-2.3	13.9	x	6.8	2.8[fluorescence artefact?]	0.9	38.1	-0.5
Rev-RRE block	5.6	4.0	2.9	6.8	5.9	6.8	10.1	9.2
CD11b adhes enh	-2.8	-1.6	1.8	0.2	1.5	x	-3.0	x

#25 Cc1cc(C(F)(F)F)nn1CC(=O)N1CCOCC1
#26 Cc1ccccc1NC(=O)Cc1ccccc1
#27 O=C(NC1CCCCC1)C(c1cccs1)N(C(=O)Cc1c[nH]c2ccccc12)c1ccc(F)cc1 (stereo not drawn)
#28 Cc1ccc(-c2cc(C(=O)Nc3cnn(C(C)C)c3)no2)cc1
#29 CNc1cc(-n2nc(C)cc2-c2ccccc2)ncn1
#30 C(=C\c1nnc(-c2cccs2)o1)/c1ccccc1
#31 CCOc1cc2[nH]c(=S)n(Cc3ccc(C(=O)NCC(OC)OC)cc3)c(=O)c2cc1OCC
#32 CCOC(=O)c1c(C)[nH]c(C)c1C(=O)COC(=O)[C@@H]1CCCN1S(=O)(=O)c1ccc(Cl)cc1

assay / entry	25	26	27	28	29	30	31	32
CD11b adhes inh	15.9	x	-1.3	11.9	1.1	x	0.4	-5.7
Plk1 PBD FP	-6.1	18.0	8.7	7.8	-0.3	12.9	-13.4	8.3
PLK1 inh	-10.1	-8.0	-4.5	-8.5	-2.2	-12.7	-16.2	10.5
ERb SRC1 inh	-0.5	-2.0	x	8.7	4.8	x	23.8[fluorescence artefact?]	9.4
FAK inh	-1.1	0.7	-7.8	1.2	-3.7	-7.3	-7.7	1.5
ERa coact pot	107.3	103.4	x	85.9	100.1	x	106.6[fluorescence artefact?]	87.6
ERa coact inh	-0.1	-5.3	x	-1.5	-0.5	x	18.1	1.9
Rev-RRE block	8.8	8.7	-4.3	0.8	2.0	0.3	-5.4	3.7
CD11b adhes enh	0.6	x	0.4	-3.2	-3.2	x	36.6	-1.4

#33 CCCOc1ccc(C(C)=O)cc1CSc1nc(O)cc(=O)[nH]1
#34 Cc1ccc(-c2nc(CS(=O)CC(=O)NCc3ccc(Cl)cc3)c(C)o2)cc1 (stereo not drawn)
#35 Cc1nn(-c2ccccc2)c(Cl)c1C(=O)OC(C)C(=O)NC(=O)NC1CCCCC1 (stereo not drawn)
#36 CCOc1ccc(C(=O)CN2CCN(S(=O)(=O)c3ccc(F)cc3)CC2)cc1
#37 CCn1c(SCC(=O)Nc2cc(NC(C)=O)ccc2OC)nnc1-c1ccncc1
#38 O=C(COc1ccccc1)Nc1cccc2c1CCCC2
#39 O=C(NCc1ccco1)c1cc(S(=O)(=O)N2CCCc3ccccc32)ccc1Cl
#40 CCn1cc(C(=O)NCCc2ccccc2)c(=O)c2cc(F)c(N3CCN(C)CC3)cc21

assay / entry	33	34	35	36	37	38	39	40
CD11b adhes inh	-46.4	-15.7	23.4	x	-4.5	x	-2.8	0.7
Plk1 PBD FP	5.7	11.1	-13.4	32.4	-6.2	4.6	-23.1	1.1
PLK1 inh	2.9	69.0*	-0.6	-3.2	-10.8	-7.1	-6.8	-3.8
ERb SRC1 inh	-3.1	8.8[fluorescence artefact?]	-4.2	-1.9	-4.0	x	x	-1.3[fluorescence artefact?]
FAK inh	2.0	1.4	4.9	-0.8	2.0	5.8	0.0	3.0
ERa coact pot	93.5	149.6[fluorescence artefact?]	93.2	112.9	105.7	x	x	116.0[fluorescence artefact?]
ERa coact inh	3.4	11.1[fluorescence artefact?]	-0.2	-0.6	-3.1	x	x	-5.6
Rev-RRE block	0.3	6.1	5.0	11.8	11.1	6.4	11.7	9.2
CD11b adhes enh	3.1	-2.4	-1.5	x	7.7	x	-4.4	-0.4

#41 Cc1cc2c(c(=O)n1Cc1ccccn1)C(c1ccc3c(c1)OCO3)C(C#N)=C(N)O2 (stereo not drawn)
#42 CN1CC(c2ccccc2)C2(COc3ccccc3C2=O)C12C(=O)Nc1ccccc12 (stereo not drawn)
#43 CCOC(=O)C1Cn2c(nc3c(c2=O)C(C)(C)Cc2ccccc2-3)S1 (stereo not drawn)
#44 CC(=O)Nc1cc(NC(=O)C2C3C=CC(C3)C2C(=O)O)ccc1Cl (stereo not drawn)
#45 Cc1nn(C)c(C)c1NC(=O)CSc1nc(-c2ccccc2Cl)nc2c1cnn2-c1ccccc1
#46 Cc1ccc(S(=O)(=O)N2CCN(C)CC2)c(C)c1

assay / entry	41	42	43	44	45	46
CD11b adhes inh	-12.8	x	9.7	x	6.6	-5.4
Plk1 PBD FP	x	5.0	6.9	1.2	-4.7	-7.9
PLK1 inh	x	-10.8	-5.9	-8.7	-9.2	-7.1
ERb SRC1 inh	9.3	x	5.5[fluorescence artefact?]	-14.5	48.6[fluorescence artefact?]	-9.0
FAK inh	x	-0.8	7.5	-2.1	-57.8	-3.0
ERa coact pot	111.9	x	83.0	118.1	161.8	109.9
ERa coact inh	3.0	x	4.4	-29.4	73.5*[fluorescence artefact?]	-7.5
Rev-RRE block	x	7.7	5.0	7.9	-0.6	9.0
CD11b adhes enh	-9.9	x	-0.2	x	41.6	-3.6
